PAD4 FP inh: inhibitors of human PAD4. Q9UM07. 0.41% of 330,000 active. recombinant PAD4, RCA probe fluorescence polarization. inhibition, % at 6.36 µM;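 active = percent inhibition above a cutoff equal to the mean of all tested compounds plus 3 SD, cut at about 15% in these data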;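 note: 0% = PAD4 with RCA probe and DMSO and 100% = probe without PAD4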
pPAFAH inh: inhibitors of human plasma PAF acetylhydrolase (pPAFAH); Q13093; recombinant pPAFAH, FP-rhodamine probe fluorescence polarization; inhibition, % at 3.39 µM; 1.5% of 330,000 active; AID 463082;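 active = inhibition above the mean inhibition across the screen plus 3 SD, cut at about 25% in these data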;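 note: inhibitors block binding of the rhodamine activity-based probe so polarization drops; 0% = enzyme with DMSO and 100% = wells lacking pPAFAH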
LYPLA2 counter: counter-screen for PME1 inhibitors: inhibitors of human LYPLA2 | O95372 | recombinant LYPLA2, FP-Rh probe fluorescence polarization | inhibition, % at 5.9 µM | 0.38% of 320,000 active;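 active = inhibition above the screen-wide mean plus 3 SD, limit set per campaign, cut at about 26% in these data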;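 note: 0% = LYPLA2 with DMSO and 100% = wells lacking LYPLA2 enzyme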
Target sequence (O95372 whole entry, looked up): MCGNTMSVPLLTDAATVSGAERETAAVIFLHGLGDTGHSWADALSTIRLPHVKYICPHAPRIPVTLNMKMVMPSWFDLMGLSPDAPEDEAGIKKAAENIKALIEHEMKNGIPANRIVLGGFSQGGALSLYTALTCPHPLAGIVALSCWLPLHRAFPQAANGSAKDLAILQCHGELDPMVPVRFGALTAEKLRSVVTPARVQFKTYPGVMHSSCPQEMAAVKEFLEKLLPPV
GSTO1 inh: GSTO1 inhibition, counter-screen for RBBP9 inhibitors; P78417; 1.1% of 300,000 active; recombinant GSTO1, activity-based probe fluorescence polarization; AID 1974; inhibition, % at 5.96 µM;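 active = inhibition above the campaign mean inhibition plus 3 SD, cut at about 35% in these data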;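 note: 0% = GSTO1-1 with DMSO and 100% = wells lacking GSTO1-1 enzyme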
LYPLA1 inh: counter-screen for PME1 inhibitors: inhibitors of human LYPLA1 | O75608 | recombinant LYPLA1, FP-Rh probe fluorescence polarization | inhibition, % at 5.9 µM | 0.16% of 320,000 active;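 active = inhibition above the mean of all tested compounds plus 3 SD, set per campaign, cut at about 14% in these data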;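 note: inhibitors block serine hydrolase probe labeling of LYPLA1 so polarization falls; 0% = enzyme with DMSO and 100% = wells lacking LYPLA1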
PAFAH1B3 inh: inhibitors of human PAFAH1B3; AID 492972; recombinant PAFAH1B3, FP-rhodamine probe, fluorescence polarization; Q15102; 0.28% of 340,000 active; inhibition, % at 3.39 µM;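 active = inhibition above the screen-wide average of all tested compounds plus 3 SD, cut at about 25% in these data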;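 note: 0% = enzyme with DMSO only and 100% = wells lacking PAFAH1B3 protein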
Target sequence (Q15102 whole entry, looked up): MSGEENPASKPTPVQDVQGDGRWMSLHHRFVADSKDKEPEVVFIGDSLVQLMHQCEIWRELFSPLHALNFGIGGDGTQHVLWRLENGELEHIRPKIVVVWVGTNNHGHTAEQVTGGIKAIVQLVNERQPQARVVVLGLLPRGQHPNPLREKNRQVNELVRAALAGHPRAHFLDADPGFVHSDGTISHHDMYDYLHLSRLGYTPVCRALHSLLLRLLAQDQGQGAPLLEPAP
PAFAH1B2 inh: blocks human PAF acetylhydrolase 1b catalytic subunit 2 | P68402 | recombinant PAFAH1B2, FP-rhodamine activity probe, fluorescence polarization | inhibition, % at 3.39 µM | 1.2% of 340,000 active | AID 492953;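 active = inhibition above the mean of all tested compounds plus 3 SD, cut at about 24% in these data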;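 note: 0% = enzyme with DMSO and 100% = wells lacking PAFAH1B2; many of its hits are not listed in these tables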
PAFAH2 FP inh: inhibitors of human PAFAH2 | AID 492956 | Q99487 | 0.99% of 340,000 active | inhibition, % at 3.39 µM | recombinant PAFAH2, FP-rhodamine activity probe, fluorescence polarization;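 active = inhibition above the mean over all tested compounds plus 3 SD, cut at about 30% in these data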;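 note: inhibitors block probe labeling of enzyme so polarization drops; 0% = enzyme with DMSO and 100% = wells lacking PAFAH2 protein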
PME-1 primary: blocks human protein phosphatase methylesterase 1; Q9Y570; recombinant PME-1, FP-Rh probe fluorescence polarization; inhibition, % at 5.9 µM; 0.53% of 320,000 active;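 active = inhibition above the campaign mean of all compounds plus 3 SD, cut at about 26% in these data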;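 note: competitive labeling of PME-1 active site by serine hydrolase directed probe; 0% = PME-1 with DMSO and 100% = wells lacking PME-1 enzyme; inhibitors block probe labeling so polarization falls and inhibition rises; many of its hits are not listed in these tables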
Target sequence (Q9Y570 whole entry, looked up): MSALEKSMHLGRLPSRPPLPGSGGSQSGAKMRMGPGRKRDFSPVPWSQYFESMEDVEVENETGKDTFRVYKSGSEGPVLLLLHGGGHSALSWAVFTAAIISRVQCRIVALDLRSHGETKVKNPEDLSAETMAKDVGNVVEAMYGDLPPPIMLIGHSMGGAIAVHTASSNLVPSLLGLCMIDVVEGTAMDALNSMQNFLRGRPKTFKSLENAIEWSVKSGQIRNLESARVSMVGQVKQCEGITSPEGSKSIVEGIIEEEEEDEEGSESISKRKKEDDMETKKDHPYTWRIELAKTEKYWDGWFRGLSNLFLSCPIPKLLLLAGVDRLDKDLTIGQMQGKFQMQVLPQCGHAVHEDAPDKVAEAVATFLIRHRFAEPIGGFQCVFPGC
* = called active by the depositor; / = not tested or not shown.

SMILES	PAD4 FP inh	pPAFAH inh	LYPLA2 counter	GSTO1 inh	LYPLA1 inh	PAFAH1B3 inh	PAFAH1B2 inh	PAFAH2 FP inh	PME-1 primary
CCOC(=O)C1=C(CC)NC2=C(C(=O)CCC2)C1c1ccc(OC)c(OC)c1 (stereo not given)	0	-4	-1	4	-1	2	-6	0	3
Oc1ccc(Br)cc1CN1CCCCCCC1	3	4	-2	2	2	11	3	-4	3
COc1ccc2c(CCNC(=O)c3ccco3)c[nH]c2c1	-4	-3	0	14	-1	12	6	2	-6
Cc1ccc(Oc2ccc3c(c2)C(=O)N(c2cccc4cccnc24)C3=O)cc1	-5	1	-5	0	-6	4	-1	0	-1
C[C@]12C(=O)N(c3ccc(Cl)cc3)C(=O)N1[C@H]1c3ccccc3OC[C@@H]1[C@H]2c1ccccc1	4	-10	-8	3	-8	-6	-6	3	-13
Cc1noc(C)c1COc1ccc(C(=O)O)cc1	-4	-1	0	3	-3	0	3	8	-3
COc1ccc(CC(=O)Nc2nc(-c3ccccc3)c(C(C)=O)s2)cc1OC	-5	3	0	-6	4	9	2	-8	5
CCOC(=O)N1CCN(S(=O)(=O)c2ccc(F)c(C(=O)Nc3cccc(Cl)c3C)c2)CC1	2	6	40*	-4	2	2	1	-5	6
CC1CCCCN1C(=O)CSc1nnc(-c2ccco2)o1 (stereo not given)	0	5	2	7	0	4	2	5	-3
O=C(c1cc([N+](=O)[O-])ccc1N1CCOCC1)N1CCN(c2ccccc2)CC1	0	1	3	1	6	8	2	2	-4
CC(C)(C)NS(=O)(=O)c1ccc(OCC(=O)NCc2ccco2)cc1	-1	5	3	-2	0	1	3	3	-1
Cc1c(NC(=O)Nc2cccc(C#N)c2)c(=O)n(-c2ccccc2)n1C	0	-3	3	0	0	8	3	-3	4
Cc1c(NC(=O)c2ccc(-c3cccc([N+](=O)[O-])c3)o2)c(=O)n(-c2ccccc2)n1C	1	3	-1	4	1	7	6	1	-6
Cc1cc(C)n(-c2nc3ccccc3nc2N2CCOCC2)n1	-5	-2	0	1	1	2	-1	-1	5
CC1CC(C)CN(C(=O)COC(=O)c2ccc3c(c2)OCCO3)C1 (stereo not given)	-1	6	/	/	/	14	12	26	/
COc1ccc(S(=O)(=O)N(C)CC(=O)Nc2ccccc2C(F)(F)F)cc1OC	-6	4	-9	2	-6	5	4	-6	2
CCOC(=O)C(Cc1ccc(OC)c([N+](=O)[O-])c1)NC(=O)CCC(=O)Nc1ccc(C)cc1 (stereo not given)	-5	0	0	-5	0	4	3	-1	3
O=C(CCCCCn1c(=O)[nH]c2ccsc2c1=O)NCc1ccc(F)cc1	-1	4	5	7	1	5	-1	-6	2
Cc1cc(C(C)(C)C)c(O)c(C)c1CC1=NCCN1	-1	-5	5	-1	1	7	4	5	0
CN(C1(C)CCS(=O)(=O)C1)S(=O)(=O)c1ccc2ccccc2c1 (stereo not given)	3	3	2	7	-2	6	-1	7	4
CCOc1ccccc1CNC(=O)C1CCCN(c2nnc(C)c3c(C)n(-c4ccccc4)nc23)C1 (stereo not given)	-5	8	-5	3	-4	-6	0	-8	11
CC(=O)c1ccc(N2CCN(S(=O)(=O)c3cccc4nsnc34)CC2)cc1	-6	2	9	-2	0	2	7	6	14
Cc1[nH]c(=O)c(C#N)c(C)c1Br	-2	4	3	1	5	6	-1	4	0
COCCNC(=O)c1onc(CSc2cc(C)cc(C)c2)c1C(=O)NCCOC	0	6	-1	-10	1	17	1	1	4
N#Cc1cccc(NC(=O)CNC(=O)Cc2ccccc2)c1	-8	0	-3	5	1	-1	-2	4	-4
Further results follow.
SMILES	PAD4 FP inh	pPAFAH inh	LYPLA2 counter	GSTO1 inh	LYPLA1 inh	PAFAH1B3 inh	PAFAH1B2 inh	PAFAH2 FP inh	PME-1 primary
COCCCN1CC(=O)N2C(c3cccc(OC)c3OC)c3[nH]c4ccccc4c3C[C@H]2C1=O (stereo not given in full)	-3	1	-5	4	-5	2	4	3	2
COc1ccc(CCC(=O)NCC2CCCCC2)cc1OC	-2	4	-1	4	2	8	1	-3	-1
CCOP(=O)(c1c(F)c(F)c(F)c(F)c1F)C1(O)CCCCC1 (stereo not given)	-8	-7	-9	7	-2	7	1	3	-9
Cc1ccc(N(C(=O)Cn2nnc(-c3ccc(F)cc3)n2)C(C(=O)NC(C)(C)C)c2ccncc2)cc1 (stereo not given)	0	0	2	5	1	-2	-2	3	5
CNc1nc(-c2ccc3c(c2)CCN3C(=O)c2ccccc2F)c(C)s1	1	7	5	8	0	11	-5	2	-1
O=c1[nH]c2ccc(Cl)cc2c(O)c1Cc1ccccc1	-1	-6	-5	-10	-1	-9	11	0	0
O=c1oc(-c2ccccc2)nc2sc3c(c12)CCC3	-4	10	-2	-1	-6	8	-3	72*	4
CC(=O)NCCc1cnc[nH]1	1	5	3	47*	1	9	1	2	2
CC(C(=O)Nc1ccc(S(=O)(=O)N2CCCC2)cc1)N1CCN(C(=O)c2ccco2)CC1 (stereo not given)	0	7	5	-2	4	9	6	-3	8
O=C(O)CCC(=O)NN1C(=O)c2ccccc2NC1c1ccco1 (stereo not given)	0	-2	-3	0	-1	3	6	5	-7
CCN1CCN(CCNC(=O)c2cn(C(C)c3ccccc3F)nn2)CC1 (stereo not given)	-4	1	-5	-10	-2	9	5	-3	-4
O=C(c1cc2nc(-c3ccc(Cl)cc3)cc(C(F)(F)F)n2n1)N1CCOCC1	-4	-2	-6	-2	-2	1	-1	4	1
Cc1ccccc1Nc1nc(N)nc(COC(=O)c2ccccc2)n1	-4	2	-6	-2	0	-6	-5	4	6
O=C1OCCC1Sc1nnc(-c2ccc3c(c2)OCO3)o1 (stereo not given)	1	4	8	11	1	2	-2	4	5
Cc1ccc(NC(=O)C2(C)Cc3ccccc3C(=O)O2)cc1 (stereo not given)	-9	-3	1	-4	0	6	2	0	-1
O=C(c1ccc(Cl)c(S(=O)(=O)N2CCCCCC2)c1)N1CCN(c2ccccn2)CC1	-2	7	3	11	1	6	1	4	-2
CN(CC(=O)Nc1ccccc1C(F)(F)F)C(=O)Cc1ccccc1F	-2	5	1	11	-2	12	4	12	5
C(=N\Nc1cc(N2CCCCC2)ncn1)/c1ccco1	-2	6	0	3	-1	8	4	-1	3
COc1ccccc1N=Nc1c(C)[nH]n(-c2ccccc2)c1=O	-2	3	-2	-6	0	6	4	-1	-5
CCc1nnc(NC(=O)Cc2cccs2)s1	-2	11	-4	2	0	2	0	6	-3
COc1ccc(-c2csc(Cc3nnc4n3CCCCC4)n2)cc1	1	1	0	-1	-4	7	-2	2	9
O=C(NNS(=O)(=O)Cc1ccccc1)c1ccc([N+](=O)[O-])cc1	-1	4	14	0	5	-2	1	-4	-2
N#C/C(=C\c1c(N2CCCCCC2)nc2ccccn2c1=O)C(N)=O	-3	20	3	10	-3	5	5	4	0
C=CC[C@]12C=C(OC)C(=O)C=C1O[C@@H](c1ccc3c(c1)OCO3)[C@H]2C	0	2	0	-12	-2	-6	-2	3	4
CC(C)c1onc(C(=O)N2CCCCCC2)c1[N+](=O)[O-]	-1	5	7	8	3	2	4	-5	8
(cont.)
SMILES	PAD4 FP inh	pPAFAH inh	LYPLA2 counter	GSTO1 inh	LYPLA1 inh	PAFAH1B3 inh	PAFAH1B2 inh	PAFAH2 FP inh	PME-1 primary
Cc1cc(C)cc(C(=O)N2CCC(CCC(=O)NC3CC3)CC2)c1	-3	2	4	1	3	13	-4	1	4
CC/C(=C\c1oc2cc3ccccc3cc2[n+]1CC)Nc1ccccc1	-6	4	-5	5	-2	-5	-1	-6	0
COC(=O)c1sccc1NC(=O)CC1C(=O)NCCN1C(=O)c1ccc(N(C)C)cc1 (stereo not given)	3	1	-2	7	-1	9	4	0	5
O=C(Cn1cc(SCc2cccc(Cl)c2)c2ccccc21)N1CCOCC1	1	8	6	6	-1	-3	1	11	3
Cc1cc(C(=O)NCC(=O)OCC(=O)N(C2CCCCC2)C2CCCCC2)ccc1[N+](=O)[O-]	-4	8	4	3	3	1	8	-3	1
Cc1nc(NC(=O)c2cccs2)ccc1Br	-3	0	-3	0	-4	10	-2	-6	2
CC(C)C[C@@]12C(=O)N(c3cccc(Cl)c3)C(=O)N1[C@H](c1ccc(F)cc1)[C@@H]1C(=O)N(C3CCCCC3)C(=O)[C@@H]12	1	-2	-7	-9	-4	7	6	4	-7
O=C(CN1C(=O)NC(CCc2ccccc2)C1=O)Nc1cccc(Br)c1 (stereo not given)	-1	0	/	/	/	5	11	-6	/
Cc1cn(C(=O)c2ccccc2)c(=S)n1-c1ccc(Br)cc1	2	7	1	-4	-1	5	6	-13	-8
COc1ccc(Br)cc1CN1CCN(S(=O)(=O)Cc2ccccc2)CC1	-1	5	7	9	4	-9	-2	2	0
Cc1ccc(-c2noc(CN(C(=O)CCCN3C(=O)c4ccccc4C3=O)C(C)C)n2)cc1	-5	4	5	2	4	-2	0	3	-3
Cc1cc(C(=O)OCC(=O)N2CC(=O)Nc3ccccc32)c(C)n1-c1ccc(F)cc1	-4	37*	2	1	0	0	-2	2	-5
Cc1ccc2nc(-c3ccccn3)c(NC3CCCC3)n2c1	-4	12	4	13	1	1	4	0	-1
CC(Oc1ccccc1)C(=O)OCC(=O)NC(=O)NCc1ccco1 (stereo not given)	-1	12	3	-2	-3	-2	5	1	0
COc1cccc(-c2sc3ccc(OC)cc3c2-c2ccc(O)cc2)c1	-2	2	-7	/	-4	-6	0	-4	-5
O=C(c1ccccc1Cl)N(Cc1ccc(Br)cc1)N1C(=O)CCC1=O	-2	-3	2	-6	0	7	6	6	1
O=C(Nc1ccc(Nc2ccccc2)cc1)C(Cl)(Cl)Cl	-4	17	8	22	-2	2	1	4	0
O=[N+]([O-])c1cc(Cl)ccc1NCCc1ccccn1	4	3	-1	-2	1	11	3	-6	-1
COc1cccc(CNC(=O)CCC(=O)N2CCSc3ccccc32)c1OC	1	-3	-4	2	0	3	-4	3	-5
O=C(CN1C(=O)/C(=C/c2c(F)cccc2Cl)Oc2ccccc21)NCc1ccco1	-7	12	-9	-9	-2	/	/	/	3
O=C(CN1CCN(CC(=O)c2ccc(F)cc2)CC1)Nc1ccccc1Cl	0	-3	1	0	-2	1	2	-4	-3
O=C(N/N=C\C=C\c1ccco1)c1cncc(Br)c1	-1	8	-4	9	-3	7	10	10	-3
CN(C)c1ccc(C2N(c3ccc(Cl)cc3)C(=O)C3CCCN32)cc1 (stereo not given)	2	1	3	10	3	3	4	-1	-8
CN1CCC(N(C)C(=O)/C=C/c2cn(-c3ccccc3)nc2-c2cccs2)CC1	2	-5	-7	-4	0	7	3	2	1
CCOC(=O)c1cccc(C(=O)Oc2ccccc2)n1	0	-1	-2	13	0	12	3	0	3
COc1ccc(OC)c(-c2cc(C(=O)N/N=C/c3ccc(F)cc3)c3ccccc3n2)c1	-3	-6	-20	-14	-9	/	/	/	-14
COc1ccc(C2CC(c3ccccc3)=NN2C(=O)CSc2ncn[nH]2)cc1 (stereo not given)	-2	3	3	-4	-1	-1	5	-2	-6

Not all compounds are listed. The share of hits here may be higher or lower than overall.
